GAA glycogen: alters human alpha-glucosidase cleavage of glycogen; recombinant GAA, glycogen substrate, Amplex Red glucose oxidase fluorescence; 300,000 compounds, 0.38% hits; AID 2100; Potency, µM (titrated, usually from 76.4 µM), for the others: at the top dose activity change, negative = inhibition, usual class: inhibitors;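 further: 0% = full enzyme reaction and -100% = no-enzyme basal signal; the screen sought inhibitors and activators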
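Recombinant human enzyme (4 nM); glycogen substrate; 37 C, 40 min, pH 5.0. Readout: coupled glucose oxidase/Amplex Red fluorescence.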
Tau fluor cs: counter-screen for tau fibril formation inhibitors; 280,000 compounds, 0.93% hits; tau K18 P301L Alexa594 fluorescence, heparin fibrillization; Potency, µM (highest dose often 57.7 µM), without a hit: at the top dose activity change, negative = decrease; further: on the % scale 0 is the no-effect control and ±100 the full control effect; nearly all actives have a fitted effect of over 55% in size
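Human K18 P301L tau (15 uM unlabeled plus 0.24 uM Alexa 594-labeled, final) in 100 mM sodium acetate pH 7 was mixed with compound and 20 uM heparin and incubated 6 hr at 37 C.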
HTT ATP protect: cytoprotection in Huntington HTT-Q103 PC12 cell model. PC12 HTT-Q103 induced, cytoprotection, ATP luminescence, 40 h. Potency, µM (series often up to 56.4 µM), for the others: cytoprotection (ATP increase), hits mostly activators. 230,000 compounds, 0.14% hits;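 further: % of control where 0% means no effect; nearly all actives have a fitted effect of over 45% in size; toxic huntingtin expression switched on by the ecdysone agonist tebufenozide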
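PC12 cells with ecdysone-inducible HTT exon 1 Q103-GFP, induced with 100 nM tebufenozide and co-treated with library compounds in a dose series (1536-well, 1500 cells/well). Cytoprotection read as ATP content by ATPlite luminescence.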
GLA spleen mod: inhibits or activates alpha-galactosidase in human spleen homogenate; Potency, µM (top dose mostly 80 µM), for the others: at the highest dose activity change, negative = inhibition, usual class: inhibitors; AID 2107; human spleen homogenate, 4MU-alpha-Gal fluorescence, 40 min; P06280; 240,000 compounds, 0.008% hits;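 further: 0% = enzyme with vehicle and -100% = no enzyme basal signal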
Target sequence (P06280 32-429 limits assumed): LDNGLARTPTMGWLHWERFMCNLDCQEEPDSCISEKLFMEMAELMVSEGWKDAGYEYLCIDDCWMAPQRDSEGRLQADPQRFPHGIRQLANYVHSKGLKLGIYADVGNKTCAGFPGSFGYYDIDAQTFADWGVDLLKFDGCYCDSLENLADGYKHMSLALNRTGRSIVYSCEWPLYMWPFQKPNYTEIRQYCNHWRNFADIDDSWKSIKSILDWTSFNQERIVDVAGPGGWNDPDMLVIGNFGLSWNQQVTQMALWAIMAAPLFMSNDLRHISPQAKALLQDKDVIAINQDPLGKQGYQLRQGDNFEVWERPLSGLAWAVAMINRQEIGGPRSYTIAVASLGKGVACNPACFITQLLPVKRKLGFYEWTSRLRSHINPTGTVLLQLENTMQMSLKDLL
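Human spleen homogenate (1 ug) as enzyme source, 4-methylumbelliferyl-alpha-D-galactopyranoside 1 mM final, citrate/phosphate pH 5.0 with 0.01% Tween-20. Compounds 40 min at 37C, NaOH/glycine stop; fluorescence Ex 365/Em 440, Hill-fit AC50.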
GAA spleen mod: inhibits or activates alpha-glucosidase in human spleen homogenate | AID 2112 | Potency, µM (titrated, usually from 79.9 µM), for inactives: at the highest dose activity change, negative = inhibition, hits mostly inhibitors | human spleen homogenate, 4-MU-alpha-glucoside fluorescence | 240,000 compounds, 0.006% hits;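 further: 0% = enzyme with vehicle and -100% = no enzyme basal signal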
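Human spleen homogenate (1 ug) incubated with compounds and 1 mM 4-methylumbelliferyl-alpha-D-glucopyranoside in pH 5.0 citrate/phosphate buffer, 37 C, 40 min. Stopped at pH 10; 4-MU fluorescence (Ex 365/Em 440 nm); AC50 by Hill fit.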
GAA inhib: blocks human lysosomal alpha-glucosidase; purified human GAA, 4-MU-alpha-glucoside fluorescence; Potency, µM (highest dose often 76.9 µM), inactives show at the highest dose activity change, negative = inhibition, most hits filed as inhibitors; 200,000 compounds, 0.005% hits;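 further: plate controls were uninhibited enzyme wells for no effect and no-enzyme background for full effect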
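Activity normalized between no-enzyme (basal) and enzyme-only wells. Conditions: 4 nM human enzyme, 400 uM fluorogenic substrate, citrate/phosphate pH 5.0 with Tween-20, 20 min room temperature, compounds up to 77 uM.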
Tau ThT inhib: inhibitors of human tau fibril formation, thioflavin T binding; AID 1460; 270,000 compounds, 2.1% hits; Potency, µM (series often up to 57.4 µM), without a hit: top-dose activity, negative = inhibition, most hits filed as inhibitors; P10636; recombinant tau K18 P301L, heparin-induced fibrillization, ThT fluorescence; further: on the % scale 0 is the no-effect control and ±100 the full control effect; nearly all actives have a fitted effect of over 55% in size
Target sequence (P10636 561-689 P618L limits assumed): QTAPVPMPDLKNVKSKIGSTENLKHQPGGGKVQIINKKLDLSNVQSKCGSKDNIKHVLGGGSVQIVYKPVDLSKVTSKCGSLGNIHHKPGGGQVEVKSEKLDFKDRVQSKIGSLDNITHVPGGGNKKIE
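Using a mix of unlabeled (15 uM) and Alexa 594-labeled (0.24 uM) tau K18 P301L, heparin-triggered fibrillization over 6 hr at 37 C was scored by ThT fluorescence.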
Tau FP inhib: inhibitors of human tau fibril formation; K18 P301L tau heparin fibrillization, Alexa594 FP, 6 h; Potency, µM (series often up to 57.7 µM), without a hit: top-dose activity, negative = inhibition, most hits filed as inhibitors; 280,000 compounds, 0.39% hits; further: on the % scale 0 is the no-effect control and ±100 the full control effect; nearly all actives have a fitted effect of over 55% in size
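Quantitative HTS format: compounds meet 15 uM recombinant K18 P301L tau and Alexa 594-tau tracer in 100 mM sodium acetate pH 7; 20 uM heparin triggers fibrillization at 37 C over 6 hr; FP gives the signal.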
Numbers without * were called inactive; & = joins results of further samples; [ ] = dose if it differs, or a comment. The call rests on the fitted dose curve; in most records, active means well fitted curve in the direction sought with a large enough effect; inconclusive means small, poorly fitted or top-dose-only effect, or another doubt; inactive means no such curve, though single readings can be large; an effect the other way counts as inactive or inconclusive. Potency means the concentration at half of the fitted maximal effect.

Results for O=C(CCC(=O)OCc1ccc(C(=O)Oc2ccc(Cl)cc2)cc1)Nc1ccccc1 ?
GAA glycogen: -4.7%; Tau fluor cs: -20.6%; HTT ATP protect: 10.3%[10 µM]; GLA spleen mod: -1.4%; GAA spleen mod: -7.7%; GAA inhib: -6.4%; Tau ThT inhib: -1.8%; Tau FP inhib: inconclusive

Results for COc1ccccc1C1C([N+](=O)[O-])=CC([N+](=O)[O-])=CN1C (configuration not stated) ?
GAA glycogen: 9.3%; Tau fluor cs: -1.6%; GLA spleen mod: -11.0%; GAA spleen mod: -13.7%; GAA inhib: -7.6%; Tau ThT inhib: inconclusive; Tau FP inhib: 5.9%

How did CNC(=O)Oc1ccc2c(c1)[C@@]1(C)CCN(C)[C@@H]1N2C do in these assays?
Tau fluor cs: -11.3%; HTT ATP protect: inconclusive; GLA spleen mod: 0.5%; GAA spleen mod: -5.1%; Tau ThT inhib: -13.5%; Tau FP inhib: -4.1%

Results for CCOC(=O)C(C(=O)OCC)[C@@H]1CS(=O)(=O)C[C@H]1C(C(=O)OCC)C(=O)OCC ?
GAA glycogen: -11.1%; Tau fluor cs: -0.2%; HTT ATP protect: 11.2%; GLA spleen mod: 11.1%; GAA spleen mod: 1.8%; GAA inhib: 3.4%; Tau ThT inhib: 0.6%; Tau FP inhib: 2.6%

What do the screens show for `O=C(NCc1ccccc1)NS(=O)(=O)c1ccccc1Cl`?
GAA glycogen: 5.6%; Tau fluor cs: -1.9%; HTT ATP protect: -6.7%; GLA spleen mod: 11.2%; GAA spleen mod: 4.6%; GAA inhib: 0.3%; Tau ThT inhib: 3.7%; Tau FP inhib: 5.0%

How did CC(=O)Nc1ccc(NC(=O)CSc2nnc(C)c(=O)[nH]2)cc1 do in these assays?
GAA glycogen: inconclusive; Tau fluor cs: -4.8%; HTT ATP protect: -37.2%[inhibitor]; GLA spleen mod: 4.2%; GAA spleen mod: 8.2%; GAA inhib: -3.3%; Tau ThT inhib: -5.3%; Tau FP inhib: -5.6%

Results for CCSc1nnc(CNC(=O)C23CC4CC(CC(C4)C2)C3)n1Cc1ccccc1 ?
GAA glycogen: -0.8%; Tau fluor cs: -7.0%; HTT ATP protect: -2.6%[10 µM]; GLA spleen mod: 8.4%; GAA spleen mod: 4.4%; GAA inhib: -4.9%; Tau ThT inhib: -11.0%; Tau FP inhib: 3.1%

What do the screens show for `COC(=O)CC1Oc2ccccc2-n2cc(-c3ccc(Cl)cc3)nc21` (configuration not stated)?
GAA glycogen: 4.6%[76.3 µM]; Tau fluor cs: -13.6%; Tau ThT inhib: 5.1%; Tau FP inhib: -12.9%

How did CCCCC1=CC2=C(c3ccco3)C(=O)C(C)(OC(=O)c3ccc(OC)cc3)C(=O)C2=CN1c1ccccc1 (configuration not stated) do in these assays?
GAA glycogen: 3.7%; Tau fluor cs: -4.3%[11.6 µM]; HTT ATP protect: -19.8%&-22.7%[10 µM]; GLA spleen mod: -1.3%[17.5 µM]; GAA spleen mod: 10.2%[17.4 µM]; Tau ThT inhib: inconclusive; Tau FP inhib: -0.3%[11.6 µM]

Results for O=C(Cc1cccs1)N(Cc1cccs1)C1(C(=O)NC2CCCCC2)CCCCC1 ?
GAA glycogen: -0.2%; Tau fluor cs: -5.3%; HTT ATP protect: -16.9%; GLA spleen mod: 3.0%; GAA spleen mod: 0.4%; GAA inhib: -10.2%; Tau ThT inhib: -18.2%; Tau FP inhib: -4.2%

How did COc1cc(Cl)c(C)cc1NC(=O)CN(C)Cc1cccc(OC)c1OC do in these assays?
GAA glycogen: inconclusive; Tau fluor cs: -12.2%; HTT ATP protect: -59.7%[inhibitor]; GLA spleen mod: 0.7%; GAA spleen mod: -1.1%; GAA inhib: -9.7%; Tau ThT inhib: inconclusive; Tau FP inhib: 5.1%

What do the screens show for `CC1CCc2c(sc(NC(=O)c3ccc(Cl)cc3Cl)c2C#N)C1` (configuration not stated)?
GAA glycogen: 17.0%[76.3 µM]; Tau fluor cs: -6.5%; Tau ThT inhib: -6.2%; Tau FP inhib: -3.2%

How did CCc1ccc(N2CN(Cc3ccco3)CNC2=S)cc1 do in these assays?
GAA glycogen: 2.6%; Tau fluor cs: -6.5%; HTT ATP protect: 2.1%[10 µM]; GLA spleen mod: -5.5%; GAA spleen mod: 2.7%; GAA inhib: -4.1%; Tau ThT inhib: -8.5%; Tau FP inhib: 2.2%

What do the screens show for `O=C(C[n+]1ccc(C(=O)N/N=C/c2ccc(Cl)cc2Cl)cc1)c1ccccc1`?
GAA glycogen: 0.4%; Tau fluor cs: inconclusive; HTT ATP protect: -16.3%; GLA spleen mod: -6.2%; GAA spleen mod: -12.1%; GAA inhib: -7.9%; Tau ThT inhib: 15.8µM*; Tau FP inhib: 9.8%

How did COc1ccc(OC)c(N(CC(=O)N2CCC(C)CC2)S(=O)(=O)c2ccccc2)c1 do in these assays?
GAA glycogen: -8.9%; Tau fluor cs: -6.7%; HTT ATP protect: -9.4%; GLA spleen mod: -1.6%; GAA spleen mod: -7.4%; GAA inhib: inconclusive; Tau ThT inhib: -8.8%; Tau FP inhib: 4.7%

How did C[C@H](NC(=O)c1nc[nH]c1C(=O)NCc1ccccc1)C(=O)OC(C)(C)C do in these assays?
GAA glycogen: -10.1%; Tau fluor cs: -21.6%; HTT ATP protect: 2.6%[10 µM]; GLA spleen mod: -6.7%; GAA spleen mod: -5.7%; Tau ThT inhib: -14.7%; Tau FP inhib: -5.8%

What do the screens show for `CCOC(=O)c1[nH]c(=O)[nH]c1CN(Cc1ccco1)Cc1[nH]c(=O)[nH]c1C(=O)OCC`?
GAA glycogen: -4.6%; Tau fluor cs: -5.3%; HTT ATP protect: -17.2%; GLA spleen mod: 0.6%; GAA spleen mod: 3.3%; GAA inhib: 3.8%; Tau ThT inhib: -3.8%; Tau FP inhib: -0.4%

What do the screens show for `Clc1ccc(Nc2nc(-c3ccccc3)c3ccccc3n2)c(Cl)c1`?
GAA glycogen: -10.4%[76.3 µM]; Tau fluor cs: -7.9%; Tau ThT inhib: 1.5%; Tau FP inhib: -10.3%

How did COc1ccc(OC)c2[nH]c(=O)c(CCNC(=O)C(=O)c3c(C)[nH]c4ccccc34)cc12 do in these assays?
GAA glycogen: 6.5%; Tau fluor cs: -10.0%; HTT ATP protect: 11.3%[10 µM]; GLA spleen mod: 7.4%; GAA spleen mod: 4.2%; GAA inhib: -2.5%; Tau ThT inhib: -11.0%; Tau FP inhib: 0.5%

Results for O=C(COc1ccccc1)Nc1cc(C(F)(F)F)ccc1N1CCCC1 ?
GAA glycogen: -1.1%; Tau fluor cs: -14.4%; HTT ATP protect: -0.5%; GLA spleen mod: -10.6%; GAA spleen mod: -6.4%; GAA inhib: -1.9%; Tau ThT inhib: inconclusive; Tau FP inhib: 3.7%

How did Cc1ccc2c(c1)C(C)CC(C)(C)N2C(=O)CN1CCN(C)CC1 (configuration not stated) do in these assays?
GAA glycogen: -5.1%; Tau fluor cs: 1.9%; HTT ATP protect: -7.2%[10 µM]; GLA spleen mod: 4.9%; GAA spleen mod: -3.3%; Tau FP inhib: -2.4%

What do the screens show for `O=C1C=C[C@@H](O)[C@H]2[C@@H]3C(=O)N(C[C@@H]4CCCO4)C(=O)[C@@H]3CC[C@H]12`?
Tau fluor cs: -15.3%[11.6 µM]; HTT ATP protect: -16.5%[10 µM]; GLA spleen mod: 7.0%[17.5 µM]; GAA spleen mod: -2.5%[17.4 µM]; Tau ThT inhib: -15.4%[11.5 µM]; Tau FP inhib: 2.3%[11.6 µM]

Results for Cc1cccc(N(CC(N)=O)C2SC(=O)N(Cc3cccc(C(=O)O)c3)C2=O)c1 (configuration not stated) ?
GAA glycogen: 7.0%[76.3 µM]; Tau fluor cs: 2.1%; Tau ThT inhib: -8.5%; Tau FP inhib: 5.4%

What do the screens show for `O=C(c1cccc(Cl)c1Cl)N1CCN(c2ccccn2)CC1`?
GAA glycogen: -8.3%; Tau fluor cs: -5.2%; HTT ATP protect: 10.8%[10 µM]; GLA spleen mod: -4.0%; GAA spleen mod: 0.1%; GAA inhib: inconclusive; Tau ThT inhib: -10.5%; Tau FP inhib: -1.1%

Results for CC(=O)N1CCN(C(=O)CNc2cc(C(F)(F)F)ccc2OCC(F)(F)F)CC1 ?
GAA glycogen: -2.1%; Tau fluor cs: -0.4%; HTT ATP protect: 6.8%[10 µM]; GLA spleen mod: 0.7%; GAA spleen mod: 0.5%; GAA inhib: -6.4%; Tau ThT inhib: -3.7%; Tau FP inhib: 2.4%

How did O=C(c1ccc(N2CCCCS2(=O)=O)cc1)N1CCN(c2ccc(N3CCOCC3)nn2)CC1 do in these assays?
GAA glycogen: -2.7%; Tau fluor cs: -12.1%; HTT ATP protect: 22.6%[10 µM]; GLA spleen mod: 7.2%; GAA spleen mod: -1.5%; GAA inhib: 6.4%; Tau ThT inhib: -16.9%; Tau FP inhib: -11.1%

Results for CCOC(=O)C(C)Oc1ccc(NC(=O)C(Cl)Cl)cc1 (configuration not stated) ?
GAA glycogen: 2.4%; Tau fluor cs: -0.7%; HTT ATP protect: -0.9%[10 µM]; GLA spleen mod: -1.3%; GAA spleen mod: 1.8%; Tau ThT inhib: 0.7%; Tau FP inhib: 6.9%

What do the screens show for `O=C(/C=C/c1ccco1)Nc1nnc(-c2ccco2)s1`?
GAA glycogen: 4.6%; Tau fluor cs: 6.6%; HTT ATP protect: 28.9%[10 µM]; GLA spleen mod: -7.2%; GAA spleen mod: 0.1%; GAA inhib: 5.7%; Tau ThT inhib: 7.6%; Tau FP inhib: 5.4%

Results for O=C(c1cc(C2CC2)on1)N1CCN(c2ccc(F)cc2)CC1 ?
GAA glycogen: -5.3%; Tau fluor cs: -9.1%; HTT ATP protect: 1.8%[10 µM]; GLA spleen mod: 3.2%; GAA spleen mod: 2.1%; GAA inhib: 1.4%; Tau ThT inhib: -14.2%; Tau FP inhib: -13.1%

Source: PubChem
